# Screening data as filed in PubChem BioAssay.
# ABHD5 PLIN5 PPI: blocks binding of human ABHD5 to perilipin-5. AID 602281. Q00G26+Q8WTS1. inhibition, % at 4 µM. 360,000 tested, 0.78% active. Split G. princeps luciferase complementation, luminescence, 4 h;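 active = inhibition above the mean inhibition across every tested compound plus 3 SD, cut at about 22% in these data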;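 also: 0% = DMSO only wells and the 100% control is not disclosed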
# ABCB6 inh MLPCN: human ABCB6 transporter inhibition; fluorescence ratio to DMSO, % at 10 µM; AID 602162; Q9NP58; K562-ABCB6 porphyrin accumulation, flow cytometry, 1 h; stronger effect = lower value; 360,000 tested, 0.19% active;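 active = fluorescence ratio to DMSO below 75%, the collection mean minus 3 SD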;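 also: signal is porphyrin accumulated inside mitochondria; 100% equals median channel fluorescence of DMSO control wells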
# MC4R barr agon: human MC4R agonism via beta-arrestin; P32245; U2OS MC4R beta-arrestin complementation, luminescence; percent of melanotan II response, DMSO zero; activation, % at 8.9 µM; 360,000 tested, 0.98% active;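 active = activation above a per-plate cutoff, the mean activation of sample wells on that plate plus 3 SD, cut at about 8% in these data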
# Target sequence (P32245 whole entry, looked up): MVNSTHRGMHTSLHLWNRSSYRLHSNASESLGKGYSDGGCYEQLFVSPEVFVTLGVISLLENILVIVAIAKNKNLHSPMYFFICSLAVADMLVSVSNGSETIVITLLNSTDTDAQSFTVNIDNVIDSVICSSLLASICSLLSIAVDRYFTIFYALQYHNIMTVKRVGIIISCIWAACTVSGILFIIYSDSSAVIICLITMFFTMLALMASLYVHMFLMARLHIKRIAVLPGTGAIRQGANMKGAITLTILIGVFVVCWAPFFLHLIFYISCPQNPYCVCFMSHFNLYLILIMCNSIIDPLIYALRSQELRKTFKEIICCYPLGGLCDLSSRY
# H9c2 protect: protects H9c2 cardiomyocytes from peroxide injury; protection from H2O2 cell death, % at 20 µM; 360,000 tested, 0.63% active; AID 588492; H2O2 injury protection, ATPLite, 2 h;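 active = compounds giving at least 50% protection of heart cells from peroxide-induced death in the single-dose screen, raw or plate-pattern-corrected value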;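 also: 0% = DMSO wells with peroxide and 100% = DMSO wells without peroxide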
# MC4R antagonist: human MC4R antagonism in cAMP assay; MC4R-expressing cells, MTII-stimulated cAMP, LANCE TR-FRET; inhibition, % at 6.5 µM; 360,000 tested, 0.48% active; AID 540295;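 active = inhibition above its plate's cutoff, the mean of tested wells on that plate plus 3 SD, cut at about 29% in these data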;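 also: 0% = Melanotan II alone and 100% = Melanotan II plus saturating MCL0020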
#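 Assay system: human MC4R-expressing U2OS cells; reagent: Melanotan II stimulation of cells; dosing: 6.5 µM single dose; timing: compound 30 min, challenge 1 h, detection 1 h; signal: TR-FRET cAMP assay; replicates: one well per compound, no replicates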
# TLR9-MyD88 inh: TLR9-MyD88 interaction inhibition. Q9NR96+Q99836. CHO BLA complementation TLR9-MyD88, CCF4 FRET ratio. inhibition, % at 4.98 µM. 340,000 tested, 0.21% active. AID 504734;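 active = inhibition above the mean over all tested compounds plus 3 SD, cut at about 21% in these data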;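 also: 0% = DMSO only wells and 100% = clavulanate BLA inhibitor control wells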
# SRC2 inh: human SRC2 (NCOA2) inhibition. HEK293 GAL4-SRC2 luciferase reporter, luminescence. Q15596. 370,000 tested, 0.17% active. inhibition, % at 9 µM;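 active = inhibition above the mean inhibition of all tested compounds plus 3 SD, set per campaign, cut at about 52% in these data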;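 also: 0% = DMSO treated cells and 100% = cells given Gossypol at 36 µM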
# NOD2 RIPK2 PPI: inhibitors of human NOD2-RIPK2 interaction | O43353 | CHO BLA complementation NOD2-RIPK2, CCF4 ratio | inhibition, % at 4.98 µM | 360,000 tested, 0.38% active; in the data active = inhibition above about 21%;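 also: 0% = vehicle only and 100% = reference blocker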
# Target sequence (O43353 whole entry, looked up): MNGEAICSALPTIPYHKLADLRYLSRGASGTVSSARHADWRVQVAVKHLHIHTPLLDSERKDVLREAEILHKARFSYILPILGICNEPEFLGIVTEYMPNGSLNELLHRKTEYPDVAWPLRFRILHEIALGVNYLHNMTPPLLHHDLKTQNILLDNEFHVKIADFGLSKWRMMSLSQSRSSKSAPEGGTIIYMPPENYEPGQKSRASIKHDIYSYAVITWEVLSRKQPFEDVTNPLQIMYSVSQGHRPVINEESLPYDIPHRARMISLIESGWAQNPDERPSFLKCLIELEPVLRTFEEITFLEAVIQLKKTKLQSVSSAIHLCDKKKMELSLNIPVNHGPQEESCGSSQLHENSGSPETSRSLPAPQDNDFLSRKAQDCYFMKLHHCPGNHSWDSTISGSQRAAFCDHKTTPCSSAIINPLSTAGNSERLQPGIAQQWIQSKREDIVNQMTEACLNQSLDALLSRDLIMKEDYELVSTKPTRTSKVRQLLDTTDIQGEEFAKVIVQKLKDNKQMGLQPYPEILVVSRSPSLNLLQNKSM
# Glyco luc inh: N-linked glycosylation inhibition; reporter increase, % at 12.5 µM; 360,000 tested, 0.23% active; D54 ERlucT glycosylation luciferase reporter, 24 h; percent of 100 nM tunicamycin response;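 active = mean luciferase reporter signal, scaled so untreated is 0 and the glycosylation-blocking control 100, at or above a set limit in every replicate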;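 also: luciferase carries N-glycosylation sites so blocking glycosylation raises the light; 0% = median of neutral control wells and 100% = median of 100 nM tunicamycin wells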
# m5-HT2A agonist: mouse HTR2A agonism via beta-arrestin recruitment. P35363. AID 624169. CHO-K1 mHTR2A beta-arrestin complementation, luminescence; percent of 30 µM serotonin response. 360,000 tested, 0.66% active. activation, % at 7.6 µM;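 active = activation above a run cutoff, the mean activation of all tested compounds plus 3 SD, cut at about 14% in these data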;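 also: 0% = plate median of compound wells and 100% = 30 µM serotonin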
# Numbers without * were called inactive; . = not tested or not shown. The list is partial; rates above refer to the full screens.
molecule	SRC2 inh	NOD2 RIPK2 PPI	ABHD5 PLIN5 PPI	TLR9-MyD88 inh	MC4R antagonist	m5-HT2A agonist	H9c2 protect	Glyco luc inh	ABCB6 inh MLPCN	MC4R barr agon
Cc1ccc(-c2noc(-c3ccccc3C(=O)NCc3ccco3)n2)cc1	-17	-15	-4	11	2	-3	-3	-3	97	0.8
Cc1oc(C(C)(C)C)cc1C(=O)Nc1cccc(/C=C\C(=O)O)c1	6	-4	23*	-5	28	2	4	2	104	1.2
Cc1cccc(/C=N/NC(=O)c2cc(Br)ccc2OCc2ccccc2)n1	-12	-3	4	-4	9	4	-18	9	101	13*
CC(=O)Nc1ccc(OCC(=O)NCc2ccc(C)cc2)cc1	-12	-3	0	-6	-4	11	-4	-1	101	-2.8
COc1ccc(/C=C(\C#N)C(=O)OCC(=O)N(C)C2CCS(=O)(=O)C2)cc1 (stereo not given)	-14	-15	18	-2	11	5	-4	-1	98	2.4
CC(=O)Oc1ccc(N2C(=O)CCC2=O)cc1	-10	-1	1	-2	5	2	3	1	114	-2.9
COc1ccc(CCNC(=O)CSc2n[nH]c(C)c2[N+](=O)[O-])cc1OC	10	-5	0	4	27	-1	-1	2	96	0.2
CC(=O)c1ccc(OC2OCCOC2Oc2ccc(C(C)=O)cc2)cc1 (stereo not given)	8	-5	0	-5	-2	3	-9	-4	100	0.1
Cc1ccc(N2C(=O)C3CCCN3C2=S)cc1 (stereo not given)	-10	-1	-4	-11	-2	0	9	0	104	0.1
COc1ccc(C(=O)NC(C)CCCC(C)(C)O)cc1OC1CCN(C(C)=O)CC1 (stereo not given)	11	-1	0	-5	2	2	3	0	101	-0.4
O=C(NN=C1CCC(c2ccccc2)CC1)c1ccccc1-n1cccc1 (stereo not given)	-1	0	-4	4	4	0	5	0	101	-1.3
Nc1ccc2nc(C(F)(F)F)[nH]c2c1	8	-12	-1	6	6	0	0	-1	101	-1.3
CN(C)c1ccc(-c2sc(Nc3ccccc3)n[n+]2-c2ccc(F)cc2)cc1	-10	5	7	2	3	8	-10	4	377	0.4
CCN(C(=O)CSc1nc2ccccc2n1C)C1CCS(=O)(=O)C1 (stereo not given)	-3	6	-6	-23	1	-6	7	1	97	-4.0
CCCCn1c(SCC(=O)Nc2ccc(C)c(S(=O)(=O)N3CCOCC3)c2)nnc1C(CC)N(C)C (stereo not given)	10	-12	-3	-5	-4	4	-8	5	98	-1.9
CN(CC(=O)Nc1ccccc1Cl)C(=O)c1ccc(Cl)c(S(=O)(=O)N2CCCCCC2)c1	3	-3	-2	-3	22	-9	-1	-2	99	-1.9
Cc1ccc(CSCc2ccc(C(=O)NC3CC3)o2)cc1	-30	-3	3	-3	-1	1	-9	-4	96	-3.7
O=C(CS(=O)(=O)c1c[nH]c2ccccc12)N1CCCCC1	1	-3	0	-6	5	7	1	0	97	0.0
COc1ccc(CNC(=O)C2CCN(C(=O)c3cccc(Cl)c3)CC2)cc1	12	-5	-5	-7	-1	-16	2	0	95	-4.0
CN(CCO)C(=O)c1nc[nH]c1C(=O)N1CCN(C(=O)OC(C)(C)C)CC1	9	-1	-2	-4	3	0	11	3	101	-1.9

# Marked active in MC4R barr agon (from the list above):
SMILES | SRC2 inh | NOD2 RIPK2 PPI | ABHD5 PLIN5 PPI | TLR9-MyD88 inh | MC4R antagonist | m5-HT2A agonist | Glyco luc inh | ABCB6 inh MLPCN | MC4R barr agon
Cc1cccc(/C=N/NC(=O)c2cc(Br)ccc2OCc2ccccc2)n1 | -12 | -3 | 4 | -4 | 9 | 4 | 9 | 101 | 13*

# Going on with the list:
molecule	SRC2 inh	NOD2 RIPK2 PPI	ABHD5 PLIN5 PPI	TLR9-MyD88 inh	MC4R antagonist	m5-HT2A agonist	H9c2 protect	Glyco luc inh	ABCB6 inh MLPCN	MC4R barr agon
CCOC(=O)C1=C(C)N(CC)C(=S)NC1c1ccccc1OC(F)F (stereo not given)	-44	-4	4	4	-1	2	3	1	99	-1.8
O=C(c1cccs1)N1CCN(c2ccccc2)CC1	-17	-11	0	5	2	-1	-1	-1	100	-1.7
Clc1ccccc1-c1nn2c(Cn3cnc4ccccc43)nnc2s1	-7	-1	6	-8	-2	0	-1	1	138	0.0
Cc1ccc(CN2C(=O)CNC2=S)cc1	-13	-3	1	8	2	-1	4	-1	93	2.5
CCC(C)NC(=O)c1cc2c(=O)n(CC)c3ccccc3c2s1 (stereo not given)	-55	5	3	-5	-2	0	27	6	97	-2.4
Cc1cc(C)c2c(=O)n(CC(=O)N3CCN(c4ccccc4)CC3)ccc2n1	-59	2	-4	2	5	-6	33	2	103	-1.1
COCCN(C(=O)CCC(=O)Nc1cc(C)on1)C(C(=O)NC(C)(C)C)c1cccc(OC)c1OC (stereo not given)	-10	-10	-3	8	7	3	-1	3	108	2.2
O=C(CCN1C(=O)/C(=C/c2ccccc2Cl)SC1=S)NC1CCCC1	0	5	1	-3	1	2	-4	7	96	-3.4
O/N=C\c1ccc2noc(-c3ccc(Cl)cc3)c2c1	-1	-4	6	-3	8	-2	1	-6	92	6.5
O=C(CSc1nc2ccccc2c(=O)[nH]1)Nc1ccc(N2CCOCC2)c(Cl)c1	-13	5	1	6	7	-1	-4	2	89	-0.3
CCN1/C(=C\c2ccc3ccccc3[n+]2CC)Sc2cc(C)ccc21	-41	1	28*	-1	-29	-4	-29	14	.	1.9
CC(C)Oc1ccc(C(=O)OCC(=O)N2CCCc3ccccc32)cc1	-54	-1	4	-11	7	-4	0	1	101	-2.0
O=C(c1ccc(-n2cccc2)cc1)N1CCCCC1	6	-4	1	4	3	0	6	0	98	-0.8
CCO[C@@H]1OC(C(=O)Nc2ccccc2)=C[C@H](C)[C@H]1CCCO	-19	-7	-5	3	0	-3	0	0	103	0.3
Cc1ccc2c([N+](=O)[O-])c(C)ccc2n1	-15	-5	4	10	1	2	-11	0	96	-1.0
CCOC(=O)c1c(C)[nH]c(C(=O)COC(=O)c2cnccn2)c1C	-7	-7	2	2	1	0	0	3	93	-1.8
Cc1ccnc(NC(=O)CCC(=O)N(CC(=O)NC2CCCCC2)c2ccc3c(c2)OCO3)c1	4	0	7	-18	2	3	-2	0	93	-1.4
c1ccc(-c2nnc(CSc3nnc(-c4ccncc4)n3Cc3ccco3)o2)cc1	-6	3	0	-7	-1	-1	-3	-2	89	1.2
Cc1ccccc1C(=O)NC(C(=O)Nc1nc2c(s1)CCCC2)C(C)C (stereo not given)	-14	2	-2	-5	21	2	-4	-1	106	-1.3
c1ccc(N/N=C2\CCCc3ccccc32)nc1	1	-10	-7	0	-7	3	-8	2	93	0.8
CCOC(=O)c1c(C)[nH]c(C(=O)NCc2ccccn2)c1C	-63	-16	2	-6	12	0	2	0	103	-0.1
Nc1ccccc1-c1nnc(SCc2ccccc2Cl)[nH]c1=O	-21	-9	11	8	-1	1	-11	1	98	0.3
CCOC(=O)c1sc(NC(=O)CSc2nccc(C)n2)nc1C	-1	-6	0	10	-2	-5	0	2	99	-2.9
O=C1CC(c2ccccc2)CC(O)=C1C=NCCN1CCOCC1 (stereo not given)	10	-5	1	10	6	-3	-3	2	97	-0.7
CC(=O)Nc1ccc(NC(=O)CSc2nnc(NC(=O)c3cccc(F)c3)s2)cc1	-31	-1	2	-9	5	-3	-22	.	97	-2.7
CC(NC(=O)C(Cc1ccccc1)n1cccc1)c1ccccc1 (stereo not given)	-25	-6	-8	-5	2	-2	-3	0	102	-2.1
C=C1c2cc(C)c(C)cc2NC(=O)N1c1ccccc1	-29	-1	6	2	2	0	4	1	100	0.2
Cc1ccn2cc(-c3ccc(NC(=O)c4ccco4)cc3)nc2c1	-73	1	2	-10	-1	1	-21	-9	98	-0.3
CCCCC[C@@H](C)N1C[C@H](COCc2ccccc2)Oc2cc(N3CC[C@@H](N(C)C)C3)ccc2S1(=O)=O	10	2	8	.	.	13	.	.	99	.
Cc1noc(C)c1CN1C(=O)c2cccc([N+](=O)[O-])c2C1=O	15	0	-2	-6	30*	14*	-1	0	98	-0.3
C=CCn1c(C)csc1=Nc1ccccc1C	12	-6	-6	-7	6	-1	-9	2	100	-1.5
COc1ccc(S(=O)(=O)N2CCC(C(=O)N3CCc4ccccc4C3)CC2)cc1Cl	3	-4	0	-4	6	8	2	-4	90	3.4
COc1ccccc1NC(=O)C(=O)NCC1COc2ccccc2O1 (stereo not given)	-15	-4	0	6	0	1	-4	2	105	-1.7
CN(Cc1ccccc1)C(=O)COC(=O)C1CCN(S(=O)(=O)c2ccc3c(c2)OCCO3)CC1	-6	-4	8	-2	11	-2	2	2	103	-1.2
CCN(CC)c1ccc(NC(=O)c2cc3ccccc3o2)c(C)c1	-18	2	-4	15	-2	-1	-2	0	107	-1.0
Cc1ccc(NC(=O)Cn2cc3c(n2)CCC(C)C3)cc1 (stereo not given)	4	4	-3	-3	14	0	-6	1	105	0.9
Cc1cccc2c(=O)c(C(=O)NCCc3ccccc3)c[nH]c12	-50	5	3	-6	-7	-2	9	3	88	-0.1
COc1cc2c(cc1OC)C(c1cc(OC)c(OC)c(OC)c1)C1(O)C(=O)OCC1(O)C2 (stereo not given)	20	-4	7	2	0	3	-1	1	95	-1.4
COc1ccc(C(=O)NCCSc2ccc(C)cc2)cc1	20	-2	2	8	-2	-1	-1	-1	100	-2.5
COC(=O)c1cc(S(=O)(=O)NCC2CCN(Cc3ccc(C)cc3)CC2)c[nH]1	12	-4	-2	-6	8	-1	-3	0	102	-2.0
CCc1nn(CCCC(=O)NC2CCCCC2C)c(=O)c2cc3occc3n12 (stereo not given)	-4	1	0	-3	-7	-1	0	3	93	-1.7
Cc1c(C(=O)Nc2ccc(N3CCOCC3)cc2)oc2ccccc12	-24	-13	-7	6	-2	-7	12	0	92	0.4
O=C(Nc1ccc(S(=O)(=O)NCc2ccccc2)cc1)C1CCCCC1	11	-19	-11	-1	-7	7	-9	-4	90	8.0
COc1ccc(-c2cc(C(F)(F)F)c(C#N)c(SCC(=O)O)n2)cc1	16	-4	3	-4	21	-6	8	0	97	-2.0
COc1ccc([N+](=O)[O-])c(OC)c1C(=O)NC(=O)Nc1nc(C)nc(C)n1	-3	8	-3	3	-1	1	-2	1	98	-2.4
N#Cc1ccc(N/N=C/c2ccccc2)c([N+](=O)[O-])c1	2	2	-6	-2	6	-1	6	0	91	-0.3
O=C(CCc1ccc(S(=O)(=O)NC2CCCCC2)cc1)NCc1ccccc1	12	6	-3	-9	2	-2	-18	-1	103	0.7
O=P(c1ccccc1)(c1ccccc1)C(O)c1ccccn1 (stereo not given)	21	-3	-3	.	0	-1	4	4	100	0.5
